TRPC4 block: inhibitors of mouse TRPC4 channel. 300,000 compounds, 0.39% hits. B-score at 10 µM. HEK293 TRPC4beta/mu-opioid, DAMGO-evoked Fluo4 calcium flux; stronger effect = lower value. Q9QUQ5;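 active means B-score over 3 SD under the library average, no early fluorescence shift, positive overall ratio signal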
Target sequence (Q9QUQ5 whole entry, looked up): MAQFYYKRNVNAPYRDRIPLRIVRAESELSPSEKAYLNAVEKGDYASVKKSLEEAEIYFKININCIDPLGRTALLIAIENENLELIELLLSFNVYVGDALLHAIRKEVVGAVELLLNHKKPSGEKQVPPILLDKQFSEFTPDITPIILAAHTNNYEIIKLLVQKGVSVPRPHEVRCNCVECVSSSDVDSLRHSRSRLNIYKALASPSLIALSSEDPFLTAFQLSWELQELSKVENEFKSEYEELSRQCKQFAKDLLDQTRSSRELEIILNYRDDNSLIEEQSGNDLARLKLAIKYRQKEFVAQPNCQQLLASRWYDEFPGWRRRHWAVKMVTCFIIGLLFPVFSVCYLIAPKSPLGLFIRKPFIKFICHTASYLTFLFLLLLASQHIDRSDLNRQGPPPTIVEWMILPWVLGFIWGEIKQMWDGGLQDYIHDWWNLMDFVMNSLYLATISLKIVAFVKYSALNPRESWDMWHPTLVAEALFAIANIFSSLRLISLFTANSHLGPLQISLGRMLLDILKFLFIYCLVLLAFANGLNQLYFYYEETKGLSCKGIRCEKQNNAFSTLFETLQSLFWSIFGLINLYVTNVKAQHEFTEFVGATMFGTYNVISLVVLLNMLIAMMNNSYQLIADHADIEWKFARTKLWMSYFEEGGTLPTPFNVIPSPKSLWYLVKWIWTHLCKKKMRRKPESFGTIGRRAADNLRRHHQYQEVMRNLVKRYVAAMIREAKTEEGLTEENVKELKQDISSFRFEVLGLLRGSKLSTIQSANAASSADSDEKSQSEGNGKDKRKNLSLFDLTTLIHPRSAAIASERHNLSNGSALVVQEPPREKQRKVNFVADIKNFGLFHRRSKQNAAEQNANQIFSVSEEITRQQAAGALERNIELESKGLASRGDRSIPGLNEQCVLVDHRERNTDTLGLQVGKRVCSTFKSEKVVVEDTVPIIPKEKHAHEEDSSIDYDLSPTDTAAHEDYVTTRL
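Signal: kinetic Fluo4 fluorescence imaging of calcium influx. Material: stable TRPC4beta/mu-opioid receptor HEK293 cells. Probe or stimulus: DAMGO in two steps, submaximal then maximal.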
TRPC4 potent: allosterically enhances the mouse TRPC4 cation channel | Q9QUQ5 | HEK293 TRPC4beta/mu-opioid, DAMGO EC20, Fluo-4 Ca2+ flux; stronger effect = higher value | B-score at 10 µM | 310,000 compounds, 0.42% hits | AID 2227;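 active means B-score of calcium response area above 5 SD of library B-scores, with initial fluorescence ratio within 5 SD of library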;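 further: B-score of integrated fluorescence ratio over time as area under calcium response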
KCNK3 block: human KCNK3 channel inhibition, primary screen | CHO-KCNK3 thallium flux, FluxOR fluorescence; stronger effect = lower value | 340,000 compounds, 0.84% hits | O14649 | B-score at 10 µM;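 active means B-score under library mean minus 4 SD, starting fluorescence ratio at most library mean plus 5 SD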;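 further: more negative B-score means stronger inhibition of thallium flux through KCNK3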
hERG protect: compounds protecting human hERG from proarrhythmic drug block | CHO-hERG, FluxOR thallium flux, dofetilide IC70 present | AID 1511 | activation (rescue from dofetilide block), less the hit threshold, % at 10 µM | 310,000 compounds, 0.51% hits | Q12809;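 active means activation above the mean of controls blocked by dofetilide plus 5 SD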;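 further: thallium influx through hERG after potassium depolarization seen as dye fluorescence rise; in these data hits start at about 4.7%; inactives centre near -7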
KCNK9 block: inhibitors of human KCNK9 two-pore domain potassium channel; AID 488922; 310,000 compounds, 1.2% hits; HEK293 KCNK9, FluxOR thallium flux fluorescence; stronger effect = lower value; B-score at 10 µM; Q9NPC2;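 active means ratio B-score over 3 SD below the library mean, with starting fluorescence within 5 SD of its mean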;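 further: negative B-score means less thallium flux so channel inhibition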
KCNQ1 inh: human KCNQ1 channel inhibition; 310,000 compounds, 1.3% hits; CHO-K1 KCNQ1, FluxOR thallium flux fluorescence; stronger effect = higher value; B-score at 10 µM; P51787;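 active means compounds whose thallium flux B-score, printed positive for inhibition, exceeds three library SD while starting fluorescence stays within three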;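 further: channel opened by potassium depolarization with thallium stimulus after 20 min compound exposure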
Dyrk1A ADPGlo: Dyrk1A (rat) kinase inhibition. inhibition, % at 12.5 µM. Q63470. 310,000 compounds, 0.43% hits. ADP-Glo luminescence, NFATc1 peptide; in the data active means inhibition above about 50%;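 further: plate controls were vehicle with enzyme for no effect and no enzyme for full effect; many of its hits are not listed in these tables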
TRPC4 agonist: activators of mouse TRPC4 channel. B-score at 10 µM. HEK293 TRPC4beta/mu-opioid, Fluo4 calcium fluorescence; stronger effect = higher value. 310,000 compounds, 0.49% hits. Q9QUQ5;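 active means B-score above 5 SD of library B-scores, and initial fluorescence ratio not above library mean plus 5 SD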;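 further: positive B-score marks a calcium rise read as TRPC4 activation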
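System: HEK293 cells stably co-expressing mouse TRPC4beta and mu-opioid receptor; Schedule: Fluo4 dye loading 45 min at room temperature, 110 s recording; Detection: Fluo4 fluorescence, kinetic; Evaluation: B-scored integrated calcium fluorescence ratio; Controls: buffer (low) and maximal DAMGO (high).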
KCNQ1 pot: human KCNQ1 channel potentiation or activation; AID 2648; CHO-K1 KCNQ1, thallium flux FluxOR fluorescence; stronger effect = higher value; P51787; 310,000 compounds, 0.35% hits; B-score at 10 µM;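 active means fluorescence ratio B-score, a plate-corrected score, at least three library SD, with initial intensity B-score within 5 SD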
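assay system = CHO-K1 cells stably expressing KCNQ1 | medium = assay buffer, equal DMSO in all wells | timing = 37 °C overnight plating, 90-min dark dye load, 20-min compound pretreatment | measured by = kinetic FluxOR thallium fluorescence, 10-s 1-Hz baseline, 110-s post-stimulus read | measure = fluorescence change relative to baseline, converted to B score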
Platelet DG rel: modulates dense granule release in human platelets | inhibition, %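 (compounds screened at 7.5 µM in platelet-rich plasma)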 | human platelet-rich plasma, SFLLRN dense granule ATP release, luminescence | 300,000 compounds, 0.22% hits;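 active means mean replicate score, as percent of positive control, at or above 50; inconclusive means mean below 50 but at least one replicate at or above 50; inactive means mean and every replicate below 50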
PolyA inh: blocks polyadenylation in yeast reporter cells. calls only at 12 µM. S. cerevisiae SKY197-pL101 polyadenylation reporter, beta-gal luminescence; efflux-impaired pdr1/pdr3 knockout yeast; score 100 = 6 SD above DMSO. AID 1875. 300,000 compounds, 0.02% hits;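 active means lowest replicate activity score at least 50, where 100 means six control SD above control mean; inconclusive means lowest score under 50 but half or more replicates reach 50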;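 further: yeast exposed to compound for 9 h at 30 °C; higher score means more reporter readthrough which indicates perturbed polyadenylation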
* hit, by the source's call; i = inactive; ? = inconclusive; . = not tested or not shown. This is a subset, so the mix of outcomes need not match the whole.

SMILES	TRPC4 block	TRPC4 potent	KCNK3 block	hERG protect	KCNK9 block	KCNQ1 inh	Dyrk1A ADPGlo	TRPC4 agonist	KCNQ1 pot	Platelet DG rel	PolyA inh
O=C(NC1CCN(Cc2ccccc2)CC1)c1ccc(Cn2c(=S)[nH]c3ccc(N4CCOCC4)cc3c2=O)cc1	i	i	i	-15	i	i	.	i	i	12	i
COCCN(CC(=O)NC1CCCCC1)C(=O)c1csnn1	i	i	i	0	i	i	-3	i	i	2	i
CC(C)C(=O)Nc1nnn(C)n1	i	i	i	-10	i	i	4	i	i	-3	i
O=C(Nc1ccccc1N1CCCCC1)c1ccc(F)cc1	i	i	i	-3	i	i	6	i	i	6	i
CCOC(=O)C1ON2CCCCC2C1(O)C(F)(F)F (configuration not stated)	i	i	i	-3	i	i	1	i	i	0	i
O=c1oc2cc(O)ccc2s1	i	i	i	-2	i	i	-1	i	i	-1	i
COc1ccccc1NC(=O)COC(=O)Cc1c[nH]c2ccccc12	i	i	i	-14	i	i	-3	i	i	11	i
O=[N+]([O-])c1ccccc1S(=O)(=O)N1CCCC(C(F)(F)F)C1 (configuration not stated)	i	i	i	-6	i	i	0	i	i	-7	i
Cc1cccc(NC(=O)c2cc(S(=O)(=O)c3ccccc3)ccc2Cl)c1	i	i	i	-10	i	i	5	i	i	-1	i
COc1cc(-c2nc3cnccn3c2Nc2c(C)cccc2C)ccc1O	i	i	i	-7	i	i	-8	i	i	1	i
COc1ccc(NC(=O)CCN2C(=O)c3ccccc3C2=O)cc1	i	i	i	-16	i	i	.	i	i	-2	i
CCc1nn(CCCC(=O)NCc2ccccc2Br)c(=O)c2cc3occc3n12	i	i	i	-14	i	i	8	i	i	-9	i
c1ccc(Cn2nnnc2C(c2cccs2)N2CCCCCC2)cc1 (configuration not stated)	i	i	-10*	-6	i	i	0	i	i	-4	i
Cc1onc(-c2ccccc2)c1C(=O)NCc1ccco1	i	i	i	-2	i	i	5	i	i	-8	i
COCCn1c(SCC#N)nnc1-c1ccc([N+](=O)[O-])cc1	i	i	i	-6	i	i	5	i	i	-1	i
COc1ccc(CCCC(=O)N/N=C\c2cccs2)cc1	i	i	i	-17	i	i	32	i	i	-1	i
CC(=O)c1cccc(S(=O)(=O)NCC2CCCCC2)c1	i	i	i	-6	i	i	-1	i	i	-5	i
Cc1cccc(OCC(=O)Nc2ccc(NC(=O)c3ccccc3)cc2)c1	i	i	i	-4	i	i	-8	i	i	0	i
CN1C(=O)CC(NNC(=O)c2ccc(Cl)cc2)C1=O (configuration not stated)	i	i	i	-6	i	i	0	i	i	7	i
Cc1oc(C(C)(C)C)cc1C(=O)Nc1ccc(N2CCOCC2)cc1	i	i	i	-3	i	i	.	i	i	1	i
COc1ccc(CC(=O)NNC(=O)c2cc(C)[nH]n2)cc1	i	i	i	-4	i	i	15	i	i	-1	i
CCOC(=O)C1CCCN(c2c(NCCCN3CCCC(C)C3)c(=O)c2=O)C1 (configuration not stated)	i	i	i	-7	i	i	59*	i	i	13	i
O=C(CNS(=O)(=O)c1ccc(Br)cc1)OCc1cc(=O)n2cc(Br)ccc2n1	i	i	.	-11	i	i	.	i	i	-1	i
c1ccc2c(Nc3nc4c(s3)CCCC4)cccc2c1	i	i	i	-10	i	i	3	i	i	2	i
COc1ccc(C(CNC(=O)CSc2ccccc2C)N(C)C)cc1 (configuration not stated)	i	i	i	-5	i	i	-4	116*	i	1	i

Fetched by structure from above, five records:
SMILES	TRPC4 block	TRPC4 potent	KCNK3 block	hERG protect	KCNK9 block	KCNQ1 inh	Dyrk1A ADPGlo	TRPC4 agonist	KCNQ1 pot	Platelet DG rel	PolyA inh
COCCn1c(SCC#N)nnc1-c1ccc([N+](=O)[O-])cc1	i	i	i	-6	i	i	5	i	i	-1	i
O=C(CNS(=O)(=O)c1ccc(Br)cc1)OCc1cc(=O)n2cc(Br)ccc2n1	i	i	.	-11	i	i	.	i	i	-1	i
CN1C(=O)CC(NNC(=O)c2ccc(Cl)cc2)C1=O (configuration not stated)	i	i	i	-6	i	i	0	i	i	7	i
CCc1nn(CCCC(=O)NCc2ccccc2Br)c(=O)c2cc3occc3n12	i	i	i	-14	i	i	8	i	i	-9	i
COc1cc(-c2nc3cnccn3c2Nc2c(C)cccc2C)ccc1O	i	i	i	-7	i	i	-8	i	i	1	i

Compound profiles, from the list above:
Entry for COCCn1c(SCC#N)nnc1-c1ccc([N+](=O)[O-])cc1 = TRPC4 block: i; TRPC4 potent: i; KCNK3 block: i; hERG protect: -6; KCNK9 block: i; KCNQ1 inh: i; Dyrk1A ADPGlo: 5; TRPC4 agonist: i; KCNQ1 pot: i; Platelet DG rel: -1; PolyA inh: i
Entry for CCOC(=O)C1CCCN(c2c(NCCCN3CCCC(C)C3)c(=O)c2=O)C1 (configuration not stated) = TRPC4 block: i; TRPC4 potent: i; KCNK3 block: i; hERG protect: -7; KCNK9 block: i; KCNQ1 inh: i; Dyrk1A ADPGlo: 59*; TRPC4 agonist: i; KCNQ1 pot: i; Platelet DG rel: 13; PolyA inh: i

Further entries:
SMILES	TRPC4 block	TRPC4 potent	KCNK3 block	hERG protect	KCNK9 block	KCNQ1 inh	Dyrk1A ADPGlo	TRPC4 agonist	KCNQ1 pot	Platelet DG rel	PolyA inh
CC(C)C1=C2CCCCC2NC(=O)N1 (configuration not stated)	i	i	i	0	i	i	.	i	i	4	i
CN1CCN(NC(=S)Nc2ccccc2)CC1	i	i	i	-4	i	i	0	i	i	-1	i
COc1ccccc1P(=O)(Cc1ccccc1)c1ccccc1 (configuration not stated)	i	i	i	-9	i	i	-5	i	i	-9	i
CCOc1ccc(-c2nc(CCl)cs2)cc1	i	i	i	-7	i	i	5	i	i	?	i
Cc1ccc(NC(=S)N(CCN2CCCCC2)Cc2ccco2)cc1C	i	i	i	-18	i	i	1	i	i	-2	i
Fc1cccc(-c2cc3nc4c(c(N5CCOCC5)n3n2)CCCC4)c1	i	i	-11*	-9	i	i	-2	i	i	9	i
Cc1cccc(NC(=O)Cn2c(=O)n(CC3CCCO3)c(=O)c3ccccc32)c1 (configuration not stated)	i	i	i	-9	i	i	-4	i	i	3	i
CC(=O)c1ccc(Oc2cc(C(F)(F)F)cnc2C(N)=O)cc1	i	i	i	-6	i	i	2	i	i	4	i
Cc1ccc(N2CC(NS(=O)(=O)c3cccnc3)CC2=O)cc1C (configuration not stated)	i	i	i	-9	i	i	-12	i	i	-14	i
CC(C)Oc1ccc(C2NC(=O)NC2=O)cc1 (configuration not stated)	i	i	i	-3	i	i	5	i	i	-1	i
COc1ccc2c(c1)CC[C@@H]1[C@@H]2CC[C@]2(C)C(=O)CC[C@@H]12	i	i	i	-7	i	i	-3	i	i	9	i
Cc1ccc2nc(N3CCC(C(=O)NC4CCCCC4)CC3)sc2c1	i	i	i	-10	i	i	-14	i	i	-13	i
CC1=C(C(=O)OC(C)C)C(C)C(C(=O)OC(C)C)=C(C)N1	i	i	i	-13	i	i	0	i	i	-5	i
CCc1ccc(OCC2c3cc(OC)c(OC)cc3CCN2C(C)=O)cc1 (configuration not stated)	i	i	i	-10	i	i	3	i	i	-26	i
COc1ccc(C)cc1N(CC(=O)Nc1ccc(S(=O)(=O)N2CCOCC2)cc1)S(C)(=O)=O	i	i	i	-6	i	i	0	i	i	-9	i
COc1cc(/C=N/NC(=O)CN2CCOCC2)ccc1OCc1ccccc1	i	i	i	-10	i	i	0	i	i	10	i
CN(C(=O)CN1CCC(NC(=O)C2CCCCC2)CC1)C1CCCCC1	i	i	i	-7	i	i	1	i	i	0	i
CC(C)CN(CC(C)C)C(=O)CN1C(=O)NC2(CCc3ccccc3C2)C1=O (configuration not stated)	i	i	i	-3	i	i	2	i	i	-3	i
Cc1ccc(S(=O)(=O)N2CCOCC2)cc1NC(=O)COC(=O)CNC(=O)c1ccccc1	i	i	i	-1	i	i	-2	i	i	-9	i
CCOC(=O)N1CCN(C(=O)COc2cccc3c2CCN(Cc2ccc(F)cc2)C3=O)CC1	i	i	i	-9	i	i	-1	i	i	0	i
Cn1c(N)c(C(=O)COC(=O)c2cccnc2Cl)c(=O)n(C)c1=O	i	i	i	-3	i	i	3	i	i	-1	i
CC1CC(=O)C(C2c3ccccc3CCN2C(=O)CCl)C(=O)C1 (configuration not stated)	i	i	i	-11	i	i	2	i	i	1	i
Cc1c(S(=O)(=O)Nc2ccc3c(c2)OCCO3)c(=O)n(C)c(=O)n1C	i	i	i	-4	i	i	0	i	i	-1	i
O=C(CCc1nnc(-c2ccccc2)o1)NCc1cc(F)ccc1F	i	i	i	-11	i	i	1	i	i	-1	i
CCC(=O)Nc1nc2n(n1)C(c1ccc(OC)cc1)C=C(c1ccccc1)N2 (configuration not stated)	i	i	.	-8	i	i	.	i	i	-5	i
CC(=O)Nc1ccc(S(=O)(=O)Nc2nc3n(n2)C(c2ccccc2)CC(=O)N3)cc1 (configuration not stated)	i	i	i	-9	i	i	1	i	i	10	i
